# Assay outcomes deposited in PubChem by several laboratories.
# Rab2A wt mod = changes GTP binding to wildtype dog Rab2A, up or down | hit rate 0.19% among 190,000 | P61105 | GST-Rab2 wt beads, Bodipy-GTP binding, flow cytometry | AID 760 | GTP binding activity, % at 10 µM;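 active = GTP binding activity at least 20 points away from 100%, either lowered or raised; inconclusive = signal likely due to the compound's own green fluorescence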;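 note: 0% = beads with excess unlabeled GTP and 100% = no-compound control corrected for plate trend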
# Mcl1-Noxa inh = disrupts binding of human Mcl-1 to Noxa peptide; TR-FRET Mcl-1/Noxa peptide binding, 2 h; inhibition, % at 21.7 µM; AID 1022; Q07820; hit rate 1.5% among 220,000;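 active = compounds that cut the protein-peptide binding signal by more than 50% relative to plate controls in a single-dose test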;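 note: His-tagged Mcl-1 with rhodamine Noxa BH3 peptide and terbium anti-His antibody; 0% = Mcl-1 plus Noxa peptide wells and 100% = peptide-only wells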
# Target sequence (Q07820 whole entry, looked up): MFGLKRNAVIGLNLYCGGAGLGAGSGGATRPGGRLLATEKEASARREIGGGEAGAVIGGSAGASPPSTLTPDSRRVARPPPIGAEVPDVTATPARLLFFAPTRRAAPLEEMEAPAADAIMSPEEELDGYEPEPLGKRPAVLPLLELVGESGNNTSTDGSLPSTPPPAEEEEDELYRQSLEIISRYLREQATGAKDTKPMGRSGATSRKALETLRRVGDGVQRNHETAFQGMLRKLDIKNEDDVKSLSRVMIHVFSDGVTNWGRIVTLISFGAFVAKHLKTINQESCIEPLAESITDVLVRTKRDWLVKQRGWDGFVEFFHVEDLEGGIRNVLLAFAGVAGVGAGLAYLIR
# Cdc42 wt = human Cdc42 wildtype GTP binding change, either direction; GST-Cdc42 beads, Bodipy-GTP binding, flow cytometry; actives lie on both sides; AID 761; hit rate 0.2% among 190,000; percent activity (GTP binding), % at 10 µM;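 active = percent activity GTP binding at least 20 points away from the 100% baseline, either down as inhibitor or up as activator; inconclusive = compound flagged as likely green fluorescent from well-wide comparison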;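 note: median bead fluorescence of bound Bodipy-FL-GTP at 100 nM; 0% = excess unlabeled GTP control and 100% = no compound control; below 100% means less GTP binding so inhibitor and above means activator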
# Target sequence (P60953 whole entry, looked up): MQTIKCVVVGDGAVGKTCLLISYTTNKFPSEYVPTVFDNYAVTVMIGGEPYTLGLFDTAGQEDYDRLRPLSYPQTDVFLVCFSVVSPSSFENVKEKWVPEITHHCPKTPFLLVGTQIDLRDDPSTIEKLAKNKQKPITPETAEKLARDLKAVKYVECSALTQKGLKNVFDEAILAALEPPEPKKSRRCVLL
# Mcl1 Bid PPI = disrupts binding of human Mcl-1 to Bid peptide; Q07820; TR-FRET Mcl-1/Bid-Dy647 peptide binding, 1536-well; inhibition, % at 21.7 µM; hit rate 0.97% among 220,000; AID 1021;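 active = compounds that cut the binding signal by more than half at the single screening dose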;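 note: His-tagged Mcl-1 with europium anti-His antibody binding Bid BH3 peptide; 0% = Mcl-1 plus peptide wells and 100% = peptide-only wells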
# Rac1 act GTP bind = human Rac1 activated mutant GTP binding change; P63000; GST-Rac1 activated beads, fluorescent GTP binding, flow cytometry; actives lie on both sides; 100% means binding = to untreated wells; percent activity (GTP binding), % at 10 µM; hit rate 0.11% among 190,000;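 active = GTP binding at least 20 percentage points away from the 100% baseline, in either direction, so actives lie on both sides; inconclusive = Compound likely fluorescent itself, or too few beads counted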
# HRas wt GTP bind = modulators of GTP binding to human HRas wildtype; GST-Ras wt beads, Bodipy-FL-GTP binding, flow cytometry; actives lie on both sides; GTP binding activity, % at 10 µM; hit rate 0.14% among 190,000; AID 759; P01112;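 active = GTP binding activity at least 20% away from the 100% baseline, either lowered as inhibitor or raised as activator; inconclusive = flagged as likely green fluorescent, judged across all proteins in the well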;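 note: 0% = unlabeled GTP competition control and 100% = no-compound control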
# Target sequence (P01112 whole entry, looked up): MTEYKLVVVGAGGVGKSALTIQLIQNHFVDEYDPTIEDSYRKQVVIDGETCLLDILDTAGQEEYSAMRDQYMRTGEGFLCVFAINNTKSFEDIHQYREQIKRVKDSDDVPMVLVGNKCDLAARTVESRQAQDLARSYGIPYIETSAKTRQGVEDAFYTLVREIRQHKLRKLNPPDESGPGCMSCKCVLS
# Rac1 wt GTP bind = modulators of human Rac1 wildtype GTP binding; GST-Rac1 beads, fluorescent GTP binding, flow cytometry; actives lie on both sides; 0 = cold GTP competed, 100 = untreated; P63000; hit rate 0.27% among 190,000; GTP binding activity (% of control), % at 10 µM;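 active = GTP binding activity at least 20 points away from the 100% control level, either lower or higher; inconclusive = compound flagged as likely green fluorescent, judged across all proteins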
# Pf gametocyte = P. falciparum stage V gametocyte viability inhibition. P. falciparum stage V gametocytes, ATP luminescence, 24 h. inhibition, % at 10.9 µM. hit rate 0.065% among 150,000;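 active = inhibition above the mean plus 3 SD of compounds within the control limits, set per campaign, cut at about 38% in these data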;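 note: 0% = DMSO wells and 100% = medium only without gametocytes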
# Mcl-1 Bim block = disrupts Bim peptide binding to human Mcl-1 | inhibition, % at 10 µM | AID 1009 | Q07820 | hit rate 0.1% among 190,000 | Bead-based flow cytometry, Bim peptide-Mcl-1 binding; in the data active = inhibition above about 40%;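 note: 0% = no compound tracer wells and 100% = peptide blocker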
# Avidin bead fluor = avidin bead compound fluorescence profile. Avidin beads, compound fluorescence 488/530 nm, flow cytometry; stronger effect = higher value. fluorescence (KMESF) at 10 µM. AID 1775. hit rate 0.38% among 220,000; in the data active = fluorescence above about 47; note: inactives centre near 10
# Rab7 wt GTP bind = alters GTP binding to wildtype dog Rab7; AID 758; hit rate 0.055% among 190,000; GST-Rab7 beads, fluorescent GTP binding, flow cytometry; actives lie on both sides; untreated = 100%, excess cold GTP = 0%; GTP binding activity (percent of control), % at 10 µM;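 active = fluorescent GTP binding to Rab7 beads changed by at least 20 points from the 100% baseline, either direction, mostly lower; inconclusive = compound itself probably fluorescent, or too few beads counted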;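 note: median green fluorescence of bound Bodipy-FL-GTP per Rab7 bead population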
# The depositor's hits bear a star; u = inconclusive; x = no result given.
SMILES,Rab2A wt mod,Mcl1-Noxa inh,Cdc42 wt,Mcl1 Bid PPI,Rac1 act GTP bind,HRas wt GTP bind,Rac1 wt GTP bind,Pf gametocyte,Mcl-1 Bim block,Avidin bead fluor,Rab7 wt GTP bind
CCc1cccc(CC)c1NC(=O)CN1CCN(c2ccccc2)CC1,104,21,106,2,101,104,104,x,-2,7,103
Cc1cc[n+](CCC(=O)O)c2ccccc12,103,22,101,-7,100,102,108,x,0,7,102
Cc1noc(C)c1CSc1nnc(-c2ccccc2)o1,98,14,94,-21,95,97,98,-9,-3,12,96
Cc1cccc(OCc2nnc(SCC(=O)N3c4ccccc4CC3C)n2C)c1C (centres undefined),98,-1,100,-1,98,99,102,23,0,8,98
COc1cccc(C(=O)CN2C(=O)C(C)(C)Oc3ccc(C(=O)N4CCCCCC4)cc32)c1,99,11,99,-7,97,98,98,x,0,12,99
Clc1ccccc1OCc1nc(-c2ccccn2)no1,99,-12,101,6,97,99,106,x,-6,14,102
O=C(Cc1ccccc1)NC(NCCc1ccccc1)C(Cl)(Cl)Cl (centres undefined),99,-21,101,-17,97,98,98,x,-2,7,97
Cc1ccccc1NCC(=O)N/N=C\C=C\c1cccc([N+](=O)[O-])c1,95,2,96,-7,95,98,97,-6,-4,11,99
CCOc1cc(C(=O)CCC(=O)OCC(=O)N2c3ccccc3NC(=O)C2(C)C)ccc1O,99,-5,101,-31,99,100,105,-2,-2,6,102
O=C(Nc1nc2c(s1)CCCC2)c1cc(-c2ccncc2)nc2ccccc12,96,27,100,-25,98,97,101,x,-5,7,100
C=CCNC(=O)c1cc2nc(C3CC3)cc(C(F)F)n2n1,97,25,98,-6,95,96,95,x,-5,15,94
CCCCNc1c2c3c(cccc3n(C)c1=O)C(=O)c1ccccc1-2,95,-60,98,-10,96,94,96,x,2,37,96
CSc1ncc(CN2CCc3c([nH]c4ccccc34)C2c2cccc(O)c2)cn1 (centres undefined),98,17,100,-61,96,98,99,-1,4,9,102
Cc1ccc(Oc2coc3cc(OC(=O)c4cccs4)ccc3c2=O)cc1,98,-8,101,-21,96,101,102,-13,-1,9,101
CN(C)c1ccc(C(=O)NC2CCCc3ccccc32)cc1 (centres undefined),96,-1,95,-30,98,98,100,x,1,9,102
C=CCN1C(=O)C(CCCC)NC1=S (centres undefined),102,12,103,-14,102,100,104,2,0,14,99
CC(C)c1nnc(NC(=O)C2CCCCC2)s1,100,0,101,-7,98,100,102,x,-1,23,97
COCCOC(=O)c1ccc(NC(=O)COc2ccc([N+](=O)[O-])cc2)cc1,95,8,97,-11,94,95,98,5,1,7,98
CCOc1ccccc1Nc1nc(-c2sc(C)nc2C)cs1,93,11,91,-58,92,93,91,x,1,8,91
Clc1ccc(-c2nc3ncccn3c2Nc2ccc3c(c2)OCCO3)cc1,99,-8,99,-50,98,101,98,x,-3,32,102
COc1ccc(Nc2ccccc2)c(C)c1,99,11,99,-16,99,98,99,x,0,14,100
Cc1cc(C)c(C)c(OCCOCCNCc2ccccc2)c1,100,27,101,18,99,100,104,-19,-7,10,96
CC1(C)C(=O)Nc2ccccc2N1C(=O)COc1ccc(S(=O)(=O)N2CCOCC2)cc1Cl,96,56*,96,-19,94,98,95,17,-5,8,96
CC(C)(C)N(NC(=O)Nc1ccccc1)C(=O)c1ccccc1Cl,98,6,99,-8,96,98,99,x,0,10,95
CS(=O)(=O)N1CCN(c2ccccc2NC(=O)c2cccnc2Cl)CC1,102,6,99,-24,101,100,105,x,-5,19,100
COc1ccc(C(=O)N/C(=C\c2ccco2)C(=O)NCc2cccnc2)cc1,103,15,105,-80,104,104,104,x,1,4,108
COc1cccc(OC)c1C(=O)NC(=S)Nc1ccc(S(=O)(=O)Nc2nccs2)cc1,93,-3,93,-19,93,90,89,0,12,7,89
CCCN=C1CC(C)(C)CC(=O)/C1=C(/O)CCCN1C(=O)c2ccccc2C1=O,u,-1,u,-24,u,u,u,x,2,21,u
O=C(CSCc1ccccc1Cl)NNC(=S)Nc1ccccc1,99,-71,101,-91,101,99,104,x,-5,5,98
COc1cc(-c2cc(-c3nnco3)c3ccccc3n2)cc(OC)c1OC,91,11,89,-4,91,93,90,-1,2,13,101
O=C(CSC1=Nc2ccccc2C2CC=NN12)Nc1ccc2c(c1)OCO2 (centres undefined),94,35,98,-14,93,95,97,x,-2,16,94
CC(C)=CC(=O)OCC(=O)Nc1ncc(Cl)c(C)c1Cl,100,17,103,-23,101,103,106,-30,-2,23,101
CC(C)CC(NC(=O)C(NC(=O)C(Cc1ccc(OCc2ccccc2)cc1)NC(=O)OC(C)(C)C)C(C)C)C(N)=O (centres undefined),97,10,97,0,95,95,93,13,0,10,98
CC(C)Nc1nc(NC(C)(C)C)nc(Oc2ccc(=O)n(C)n2)n1,95,-17,96,-8,97,100,103,3,-1,11,98
COc1ccc(C(c2sc3nc(C)nn3c2O)N2CC(C)OC(C)C2)cc1OC (centres undefined),100,11,101,-9,100,101,108,x,1,9,101
O=C(O)/C=C/C(=O)NCc1cn(-c2ccccc2)nc1-c1cccc(Br)c1,99,-31,98,-26,94,99,100,22,1,9,105
CCCOc1ccc(-c2nc[nH]c2[N+](=O)[O-])cc1,99,7,95,-18,95,96,92,-36,4,17,102
CC1CCN(S(=O)(=O)c2ccc(NC(=S)NC(=O)c3ccc(Cl)cc3)cc2)CC1,102,-14,102,-45,98,101,108,5,-4,10,101
COc1cccc(NC(=O)C(=O)N/N=C/c2cc(C)n(-c3ccc(Cl)c(Cl)c3)c2C)c1,98,-1,102,93*,95,102,104,x,2,13,102
C#CCNc1c(C)c(C)nc2ncnn12,102,-15,102,-2,100,103,100,-9,-2,17,103
CCC(=O)N1c2ccc(S(=O)(=O)N(CCO)Cc3ccccc3)cc2CC1C (centres undefined),u,43,u,3,u,u,u,x,4,12,u
O=C(CSc1nc2ccccc2c(=O)n1NC(=O)c1ccccc1)c1ccccc1,u,4,u,-3,u,u,u,-8,-2,26,u
O=C(CNC(=O)c1ccccc1)N/N=C/c1ccc([N+](=O)[O-])s1,102,-29,102,-43,98,100,102,15,-1,8,103
COc1ccc(C(=O)NNC(=O)CCn2nnc(-c3ccc(Cl)cc3)n2)cc1OC,98,-10,97,-35,95,99,100,-12,-2,10,104
CCCC(=NCc1ccccc1)C1=C(O)C(C(=O)OC)C(C)(C)CC1=O (centres undefined),100,11,100,2,97,101,100,x,1,8,102
COc1ccc(-c2nc3nc(C)cc(=O)n3[nH]2)cc1,100,-3,103,-13,100,100,103,x,-4,12,97
CC(=O)Nc1cccc(C(=O)OCC(=O)NC(C)c2ccc(F)cc2)c1 (centres undefined),96,8,100,-22,96,95,96,3,1,9,95
Cc1nn(C)cc1CNC(=O)Nc1cccc(Cl)c1,103,9,107,-13,99,104,111,x,0,9,104
Cc1ccc2oc3nc(C)c(C(=O)Nc4cccc(C(F)(F)F)c4)cc3c(=O)c2c1,102,-61,95,-19,98,96,99,x,-2,27,102
Clc1ccc(-c2csc(N/N=C/c3cccnc3)n2)c(Cl)c1,103,58*,103,42,102,102,104,2,-3,10,101
CCN1CCN(C(=S)c2ccc(Cl)cc2)CC1,100,27,98,25,97,100,104,x,-15,7,102
Cc1ccc(-c2cc(C(=O)NN3CCOCC3)c3cc(Br)ccc3n2)o1,98,57*,97,1,92,95,96,-10,1,9,108
COC(=O)Cn1c(C(F)(F)F)nc2ccccc21,95,-2,92,-6,95,96,99,x,x,3,97
COc1ccccc1-c1cc(SC)c(C#N)c(=O)o1,98,-20,101,-16,103,99,101,x,-5,2,99
CSc1ncc(CN2CCN(C(C)C)C(CCO)C2)cn1 (centres undefined),95,12,98,-31,100,98,101,-21,-1,6,94
N#Cc1ccc(CSc2nnc(Nc3ccccc3)s2)cc1,100,12,105,1,101,102,107,x,-3,36,104
O=c1oc2c3c4c(cc2c2c1CCC2)OCCN4CCC3,u,24,u,-20,u,u,u,x,1,9,u
COc1ccc(CN2CCN(C(=O)C3CC(=O)N(C4CCCCCC4)C3)CC2)c(OC)c1OC (centres undefined),104,-12,106,-6,100,104,103,x,1,7,103
O=c1o[nH]c(-c2ccccc2)c1C=Nc1ccc(Cl)cc1,96,1,95,-18,93,97,97,9,-2,12,102
O=C(Nc1ccc(Cl)c(Cl)c1)Nc1nnc(CC2=CCCCC2)s1,99,4,105,0,100,99,106,-8,-8,11,100

# Going on with the list.
SMILES,Rab2A wt mod,Mcl1-Noxa inh,Cdc42 wt,Mcl1 Bid PPI,Rac1 act GTP bind,HRas wt GTP bind,Rac1 wt GTP bind,Pf gametocyte,Mcl-1 Bim block,Avidin bead fluor,Rab7 wt GTP bind
Cc1ccc(CCCOC(=O)CN2CCCCC2)cc1,100,1,103,-3,98,100,104,-4,0,12,106
CC1CCc2sc3nc(NCc4ccco4)n4ncnc4c3c2C1 (centres undefined),94,20,94,5,93,95,97,-14,-1,5,96
Cc1cccc(C)c1OCc1nnc(SCC(=O)NCc2ccccc2)o1,92,x,94,0,89,94,91,x,-4,11,92
CSCCC(NC(=O)c1ccc(Br)cc1)C(=O)O (centres undefined),94,5,96,-28,93,97,98,-4,-2,10,101
O=[N+]([O-])c1cccc(/C=N/Nc2nc(NCc3ccccc3)nc(N3CCOCC3)n2)c1,98,7,102,-9,99,100,107,-15,-2,14,93
c1ccc(Cc2nnc3n2N=C(c2ccccc2)CS3)cc1,103,11,100,-25,96,98,97,-22,-2,8,104
CCOC(=O)N1CCC(NC(=O)c2cccc3c2C(=O)N(Cc2cccnc2)C3)CC1,99,7,108,-39,99,103,110,x,-7,14,100
CC(C(=O)NN=C(c1ccccc1)c1ccccc1)N1CCCC1 (centres undefined),u,-11,u,-24,u,u,u,x,-4,10,u
CC1(C)CC(=O)N(CC(=O)N2CCN(c3ncccn3)CC2)c2ccccc2S1(=O)=O,101,3,102,-20,99,101,105,x,-1,6,101
COc1ccccc1N(C)S(=O)(=O)c1ccc(C(=O)OCC(=O)Nc2ccccc2F)cc1,95,2,96,-12,97,95,96,x,0,6,101
c1ccc(-n2c(SCc3ccncc3)nnc2-c2ccco2)cc1,98,-16,96,-69,95,97,99,-10,2,9,98
CNc1nc(-c2ccc3c(c2)CCN3C(=O)c2ccccc2F)c(C)s1,97,19,99,-1,95,97,98,-9,-7,10,94
O=S(=O)(NCc1ccccc1F)NCc1ccccc1F,97,0,98,-13,96,98,101,8,-1,13,100
